# Source: PubChem (several laboratories)
# CHOP inhibitor: inhibitors of CHOP induction in ER stress response; CHO-K1 CHOP-promoter luciferase, tunicamycin-induced, 15-18 h; inhibition, % at 10 µM; 220,000 tested, 3.8% active;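 active = compounds that reduced the stress-induced luciferase reporter signal by more than about 70% of percent inhibition, limit read from the data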;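 note: 0% = tunicamycin plus vehicle and 100% = wells without tunicamycin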
# EP2 mod: modulates human prostaglandin E2 receptor EP2 signaling. AID 940. 260,000 tested, 0.83% active. induction, % at 25 µM. EP2-expressing cells, cAMP HTRF FRET, PGE2 co-stimulation;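 active = compounds whose cAMP rise, as percent of the full-agonist control response, exceeds 60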;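 note: rat C6 glioma line stably carrying human EP2 under a CMV promoter; the protocol text gives 20 µM as final concentration; 100% = response of wells given 1 µM PGE2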
# S1P4 agonist: activates the human S1P4 receptor; activation, % at 4.98 µM; AID 1509; O95977; 220,000 tested, 0.35% active; S1P4-expressing cell line, agonist reporter assay; in the data active = activation above about 11%;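 note: 0% = DMSO vehicle and 100% = reference agonist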
# NPY-Y2 PAM-ag: potentiators or agonists of human neuropeptide Y receptor Y2; P49146; cells expressing NPY-Y2, potentiator/agonist read-out; activation, % at 3.6 µM; 220,000 tested, 0.45% active; AID 1359; in the data active = activation above about 27%;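 note: cells stimulated with NPY near EC25 plus isoproterenol at EC100; 0% = vehicle plus submaximal agonist and 100% = vehicle plus saturating agonist; some results beyond the cut were filed as inactive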
# Target sequence (P49146 whole entry, looked up): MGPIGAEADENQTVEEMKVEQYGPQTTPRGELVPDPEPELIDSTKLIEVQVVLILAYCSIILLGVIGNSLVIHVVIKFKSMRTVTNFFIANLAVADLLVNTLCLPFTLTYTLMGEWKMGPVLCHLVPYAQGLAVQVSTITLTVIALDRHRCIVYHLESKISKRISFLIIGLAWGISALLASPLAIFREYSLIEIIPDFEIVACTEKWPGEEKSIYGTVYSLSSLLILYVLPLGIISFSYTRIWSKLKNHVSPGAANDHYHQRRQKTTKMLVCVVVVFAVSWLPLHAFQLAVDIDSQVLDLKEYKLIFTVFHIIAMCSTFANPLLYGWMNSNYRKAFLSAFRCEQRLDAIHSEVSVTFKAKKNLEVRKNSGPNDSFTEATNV
# S1P4 antag: antagonists of human S1P4 receptor | AID 1510 | S1P4-expressing cells, antagonist mode, reporter read-out | 220,000 tested, 0.26% active | inhibition, % at 4.98 µM; in the data active = inhibition above about 29%;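 note: 0% = wells stimulated with agonist and 100% = vehicle wells without agonist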
# NPY1 pot ag: human NPY-Y1 potentiation or agonism, primary screen | AID 1304 | activation, % at 3.6 µM | 220,000 tested, 0.37% active | P25929 | NPY-Y1 expressing cells, potentiator/agonist activation; in the data active = activation above about 33%, passing the limit was not always enough;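 note: cells stimulated with NPY at EC10 then isoproterenol at EC100; 0% = low agonist plus stimulus and 100% = saturating agonist plus stimulus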
# NPY Y1 blocker: antagonists of human neuropeptide Y receptor Y1; HEK293-CNG Y1 cells, membrane potential fluorescence; NPY at EC95, then isoproterenol; inhibition, % at 3.6 µM; 200,000 tested, 1% active; AID 1040;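 active = inhibition above the campaign mean inhibition of all tested compounds plus 3 SD, cut at about 20% in these data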;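 note: 0% = DMSO wells given NPY plus isoproterenol and 100% = isoproterenol alone without NPY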
#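 System: HEK293 cells with Y1 receptor plus CNG channel / Probe or stimulus: NPY 25 nM then isoproterenol 1 µM plus Ro 20-1724 25 µM / Compound: one concentration, 3.6 µM, in 0.4% DMSO / Schedule: compound incubation 1 h at room temperature, readout 45 min post-stimulation / Measured by: membrane potential fluorescence / Read-out: % inhibition of NPY effect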
# TRPN1 ag: zebrafish TRPN1 (NompC) channel agonism; HEK293 zebrafish TRPN1-YFP, Fluo-8 calcium fluorescence; 100% = response to 87 µM carbachol; activation, % at 3 µM; 220,000 tested, 0.18% active; AID 1424;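 active = activation above its plate's cutoff, the mean activation of test wells on that plate plus 3 SD, cut at about 19% in these data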;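 note: 0% = DMSO alone and 100% = 87 µM carbachol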
#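 Material – zebrafish TRPN1-YFP in HEK293 cells · Doses – 3 µM single point · Schedule – dye 1 h 37 °C plus 30 min RT · Signal – Fluo-8 calcium fluorescence, excitation 470-495 nm, emission 515-575 nm · Read-out – % activation versus carbachol response · Control set – carbachol high, DMSO low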
# TRPML3 ag: agonists of human TRPML3 channel; HEK293 TRPML3-YFP, Fluo-8 calcium fluorescence; 100% = the carbachol control signal; AID 1448; 220,000 tested, 0.29% active; Q8TDD5; activation, % at 3 µM;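 active = activation above its plate's cutoff, the mean activation of the plate's test wells plus 3 SD, cut at about 12% in these data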;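 note: 0% = DMSO only wells and 100% = carbachol wells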
# Target sequence (Q8TDD5 whole entry, looked up): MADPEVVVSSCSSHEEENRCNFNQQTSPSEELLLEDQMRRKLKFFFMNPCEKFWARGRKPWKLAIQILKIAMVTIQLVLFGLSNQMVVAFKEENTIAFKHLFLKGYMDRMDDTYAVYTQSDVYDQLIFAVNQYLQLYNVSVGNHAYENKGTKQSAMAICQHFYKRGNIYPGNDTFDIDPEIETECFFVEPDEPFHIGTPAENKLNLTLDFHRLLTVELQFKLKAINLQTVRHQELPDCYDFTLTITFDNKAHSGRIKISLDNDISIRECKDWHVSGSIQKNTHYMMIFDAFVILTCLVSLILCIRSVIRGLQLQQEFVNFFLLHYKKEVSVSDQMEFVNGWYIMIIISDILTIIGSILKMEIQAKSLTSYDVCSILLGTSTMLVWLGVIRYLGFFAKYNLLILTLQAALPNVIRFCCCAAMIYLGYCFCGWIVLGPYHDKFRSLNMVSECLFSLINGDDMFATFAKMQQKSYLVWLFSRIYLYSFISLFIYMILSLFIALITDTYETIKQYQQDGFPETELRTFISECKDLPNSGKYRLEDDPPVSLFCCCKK
#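 Test system: TRPML3-YFP stable HEK293 cells. Doses: single point at 3 µM. Incubation: dye loading 1 h 37 °C then 30 min ambient, 125 s read. Signal: Fluo-8 calcium dye fluorescence, ex 470-495, em 515-575 nm. Measure: percent activation from peak-to-basal fluorescence ratio, scaled between DMSO and carbachol.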
# Starred values were filed as active, the others as inactive; / = no result given; & = joins results of further samples. This is a random part of the collection; any-hit rate near 6.5%.
SMILES,CHOP inhibitor,EP2 mod,S1P4 agonist,NPY-Y2 PAM-ag,S1P4 antag,NPY1 pot ag,NPY Y1 blocker,TRPN1 ag,TRPML3 ag
Cc1cc(N2CCOCC2)n2nc(-c3cccc(F)c3)cc2n1,-24,31,-1.8,12,-19,-2,-2,0.1,1.2
Cc1ccnc(SCCn2c(N3CCCCC3)nc3c2c(=O)[nH]c(=O)n3C)n1,24,14,0.7,11,-3,6,4,1.8,0.3
Cc1ccc(NC(=O)CN2C(=O)CNC2=O)cc1,7,-18,0.8,-20,-11,10,/,0.6,0.4
O=C(OCC(F)(F)F)c1cccc(COc2ccc3ccccc3c2)c1,97*,10,-0.3,-9,10,2,10,0.4,0.9
CCOC(=O)CN(C(=O)CNC(=O)c1cccs1)C(C(=O)NC1CCCCC1)c1cccs1 (configuration not stated),-5,12,0.6,-2,-17,1,-1,0.4,1.2
COc1ccc(S(=O)(=O)Nc2ccc(S(=O)(=O)N3CCCCC3)cc2)cc1C,4,26,-0.4,2,-6,14,-1,-1.8,-1.2
O=C(O)c1cc2n(n1)C(C(F)(F)F)CC(C1CC1)N2 (configuration not stated),15,25,0.2,-41,3,0,/,0.9,1.7
Cc1nn(C(=O)c2ccco2)c(C)c1Sc1ccc(Cl)cc1,73*,-28,-0.3,-3,-22,-4,-2,-1.7,-0.1
CCOC(=O)c1c(NC(=O)/C=C/C(=O)O)sc(C)c1-c1ccc(C)c(C)c1,0,8,0.9,-11,12,1,-2,-0.8,-0.8
COc1ccc(N2C(=O)CC(N3CCN(c4ccccc4F)CC3)C2=O)cc1 (configuration not stated),16,11,-0.5,-1,-5,-12,6,0.5,0.1
COCCn1c(C)nnc1SCC(=O)Nc1ccccc1[N+](=O)[O-],8,-6,-0.6,-1,9,5,5,0.5,-0.8
Cc1ccc(-c2noc(C3CCCN(C(=O)c4ccc(F)cc4F)C3)n2)cc1 (configuration not stated),28,-27,-1.0,-11,-8,-3,1,-0.2,0.0
CCSCCOC(=O)C1=C(C)NC(=O)NC1c1cc(OC)ccc1OC (configuration not stated),16,22,-5.2,-5,0,9,-8,-0.8,-1.2
CCOC(=O)c1ccc(N2C(=O)C(O)=C(C(C)=O)C2c2ccccn2)cc1 (configuration not stated),36,12,0.1,-2,10,11,10,1.9,0.7
COc1ccc(C2(O)CC3CCC(C2)N3c2cc(C)nc(-c3ccccc3)n2)cc1 (configuration not stated),60,-4,1.7,12,-6,11,-5,-0.3,-1.0
COCc1cc(=O)n2[nH]c(-c3ccccc3)cc2n1,-17,35,-0.4,6,9,20,-10,0.7,0.1
CCOCCN(C(=O)c1ccccc1Cl)c1ccccc1,-10,18,-0.1,-3,7,7,/,0.1,0.6
Cc1nn(-c2ccccc2)c(Cl)c1/C=N\NC(=O)c1cnccn1,1,-9,0.3,2,-11,1,7,3.4,1.2
C=CCc1c(C)nn(CC(=O)O)c1-c1ccccc1,17,3,0.7,-11,-12,-13,12,0.5,2.5
CC(=O)Nc1cccc(OCc2cnc(Cl)s2)c1,-7,-22,-0.1,15,12,-13,-1,0.3,0.3
CN(c1ccccc1)P(=O)(N(C)c1ccccc1)N(C)c1ccccc1,2,33,0.5,12,9,-23,34*,-1.4,-0.7
CCCn1nc2cc(C(=O)N(CC)c3ccc(OC)cc3)ccc2c1OCC,27,-8,1.3,-12,-1,4,0,-2.3,-0.7
CCOC(=O)CN/C=C(\C#N)c1ccc(F)cc1,-7,-5,-0.4,5,-12,12,-5,-0.8,1.4
O=C(COC(=O)C1CC2C=CC1C2)Nc1cccc(S(=O)(=O)N2CCOCC2)c1 (configuration not stated),6,-8,1.2,-22,11,15,/,2.9,1.3
CC(C)/C=N/Nc1nc2c(c(=O)n(C)c(=O)n2C)n1C,10,-7,0.8,4,11,20,/,2.5,-0.3
SMILES,CHOP inhibitor,EP2 mod,S1P4 agonist,NPY-Y2 PAM-ag,S1P4 antag,NPY1 pot ag,NPY Y1 blocker,TRPN1 ag,TRPML3 ag
O=C(COC(=O)c1cnccn1)c1ccc(Cl)cc1,15,29,0.5,-9,-6,2,2,0.0,0.7
COc1ccc(N(CC(=O)N2CCN(c3ccccc3F)CC2)S(=O)(=O)c2c(C)n[nH]c2C)cc1,-8,-14,-0.4,7,-16,10,-2,0.5,0.4
COc1cc(SC)ccc1C(=O)Nc1ccc(Br)cn1,60,28,0.2,-16,9,-2,/,-0.3,1.0
O=C(NCc1cccs1)Nc1cc(Cl)ccc1Cl,19,-49,5.5,0,-12,-14,10,-0.4,0.6
COc1ccc(C2(C(F)(F)F)NC(=O)N(C)C(=O)N2C)cc1 (configuration not stated),16,19,0.9,7,-15,5,5,1.1,-0.1
O=C(c1ccco1)n1nc(-c2ccco2)nc1SCc1ccccc1,20,-3,-0.7,-5,-9,5,0,1.4,0.3
COc1ccc2c(c1)CCc1c(C(=O)Nc3cc(C)n(Cc4ccc(Cl)cc4)n3)noc1-2,93*,4,1.7,21,-2,13,-4,0.3,1.3
CCOC(=O)N1CCC(NC(=O)c2cc(S(=O)(=O)N3CCCCC3)ccc2F)CC1,13,0,1.1,2,18,2,-3,1.5,1.3
Cc1cccc(-n2ncc3c(N(CCO)CCO)ncnc32)c1,-35,-2,1.1,-3,-10,12,0,0.8,0.6
Cc1ccn2c(NC3CCCC3)c(-c3ccccn3)nc2c1,33,36,-2.4,3,-3,-12,3,-2.5,0.1
COc1ccc(-n2c(SCc3nnc(-c4ccccc4)o3)nnc2-c2ccccc2)cc1,29,6,1.2,-8,5,0,2,-1.1,-1.0
CCN(CC)S(=O)(=O)c1ccc(OC)c(NC(=O)c2cccc([N+](=O)[O-])c2C)c1,/,/,-3.5,-21,-30,-10,3,3.6,0.6
CC(C)NC(=O)Cn1nc(C(F)(F)F)c2c1CCC2,-9,-3,1.3,6,-22,-16,-3,-0.1,1.1
CCOC(=O)c1sc2ncnc(N3CCN(CC)CC3)c2c1C,12,-26,0.4,5,7,-15,-1,0.4,0.9
COc1ccc(-c2cc(C(F)(F)F)n3ncc(C(=O)N(C)Cc4ccccc4)c3n2)cc1,31,15,0.7,-29,-4,-16,8,-1.4,-1.6
CCOc1cccc(C(=O)NC(=S)Nc2ccccc2)c1,-22,1,0.1,-5,1,-38,2,-0.8,0.1
CCCCOC(=O)C1=C(C)Nc2ncnn2C1c1ccc(OC)c(OC)c1 (configuration not stated),1,24,3.6,-4,-6,-15,-1,1.0,0.4
O=C(O)c1ccc(Nc2nc(-c3ccccc3)cs2)cc1,14,-87,0.9,7,-12,19,3,2.0,0.0
Cc1ccc(S(=O)(=O)NNC(=O)Nc2ccc(Cl)c(Cl)c2)cc1,19,-47,-0.6,0,7,13,-4,-1.2,0.8
CN(Cc1ccncc1)C1CC(=O)N(c2ccc(F)cc2)C1=O (configuration not stated),14,16,1.3,-4,-17,4,5,1.4,0.9
O=C(CSc1ncccn1)NCc1ccc(Cl)cc1,-18,-11,-2.7,2,3,-6,-3,-0.8,-0.6
COc1ccccc1NC(=O)Cn1cncc1-c1ccc([N+](=O)[O-])cc1,-14,-34,1.4,0,0,23,4,-1.1,-0.2
CCN1C(=O)/C(=C/C=C2/SCCN2C)SC1=S,-32,-25,0.8,18,1,14,-3,3.9,2.6
O=S(Cc1ccc(Cl)cc1)CC(O)(c1ccccc1)c1ccccc1 (configuration not stated),21,29,1.6,-13,-1,2,7,1.2,0.1
O=C(COC(=O)C1=COCCO1)NCc1ccc(Cl)cc1,-9,-4,1.4,4,-23,19,5,1.8,0.3
SMILES,CHOP inhibitor,EP2 mod,S1P4 agonist,NPY-Y2 PAM-ag,S1P4 antag,NPY1 pot ag,NPY Y1 blocker,TRPN1 ag,TRPML3 ag
CCOC(=O)N1CCC(NC(=O)c2cc(S(=O)(=O)N3CCC4(CC3)OCCO4)ccc2F)CC1,29,4,2.4,-5,-1,-8,-4,5.1,2.0
NC(=O)c1cc(-c2ccccc2)nc2ccc(Br)cc12,16,10,1.9,-7,-14,-9,/,-0.4,0.5
COc1ccc(-c2nnc(-c3cc4ccccc4oc3=O)o2)cc1,-12,-14,-1.3,4,-5,-3,7,-0.4,0.8
Cc1ccc(SCc2nn(C)c(Cl)c2C=O)cc1,0,5,1.0,5,-11,-6,2,-1.4,-0.3
Cc1ccc2cc(C(c3nnnn3CC3CCCO3)N3CCc4ccccc4C3)c(=O)[nH]c2c1 (configuration not stated),-21,4&-20,-1.7,6,-8,4,-4,1.3,0.3
COc1ccccc1OCCC(=O)OCCN1C(=O)c2ccccc2C1=O,17,-5,0.9,0,1,12,-1,0.3,-0.1
CC1CCc2nc(/C(C#N)=C/c3ccncc3)sc2C1 (configuration not stated),3,-26,3.3,-3,2,-3,5,-0.2,1.1
O=C(CCN1C(=O)C2C3C=CC(C3)C2C1=O)NCCc1ccccc1 (configuration not stated),40,-4,1.0,-3,-8,27,-3,0.8,1.1
COc1ccccc1C(=O)Nc1ccc(S(=O)(=O)NC2=NCCCCC2)cc1,-1,-29,-3.0,-10,12,2,-3,2.8,0.3
Cc1onc(-c2ccccc2)c1CNC(=O)Nc1ccccc1,1,-17,0.9,-21,-10,25,/,3.3,-0.1
Cc1cccc(NC(=O)CSC2=NN3CCCC(=O)N=C3S2)c1C,10,11,-0.5,-9,10,-11,2,1.0,0.8
O=C(Nc1ccccc1-c1ccccc1)NC1CC2CCCC(C1)N2Cc1ccc(F)cc1 (configuration not stated),31,-69,0.7,-15,-2,-1,13,-0.8,-0.2
O=C(NNC(=O)C1CCCCC1)c1ccco1,7,27,-0.8,2,-12,-4,-2,-0.5,0.5
COc1ccc(C(=O)NNC(=O)Cc2ccc(Cl)cc2)cc1,-19,-4,6.9,13,-3,14,2,-0.5,0.5
Cc1cc(C(C)(C)C)c(O)c(C)c1CC1=NCCN1,22&-1,-1&-1&25,0.6,-9,-3,11,-3,1.8,0.2
CCN(CC)C(=O)CSc1nnc([C@@H](N)C(C)C)o1,11,17,-0.8,2,-4,2,/,0.8,1.2
O=C(Nc1ccc(S(=O)(=O)N2CCCC2)cc1)c1ccc(CN2CCc3ccccc3C2)cc1,70*,14,-1.4,11,-15,-118,4,12,4.0
CCc1ccc2c(COC(=O)c3n[nH]c4ccccc34)cc(=O)oc2c1,100*,3,-0.6,-9,-12,-35,8,-0.9,0.3

# 4 neighbouring records already listed, for reference:
SMILES,CHOP inhibitor,EP2 mod,S1P4 agonist,NPY-Y2 PAM-ag,S1P4 antag,NPY1 pot ag,NPY Y1 blocker,TRPN1 ag,TRPML3 ag
Cc1cc(C(C)(C)C)c(O)c(C)c1CC1=NCCN1,22&-1,-1&-1&25,0.6,-9,-3,11,-3,1.8,0.2
CCN(CC)C(=O)CSc1nnc([C@@H](N)C(C)C)o1,11,17,-0.8,2,-4,2,/,0.8,1.2
O=C(Nc1ccc(S(=O)(=O)N2CCCC2)cc1)c1ccc(CN2CCc3ccccc3C2)cc1,70*,14,-1.4,11,-15,-118,4,12,4.0
CCc1ccc2c(COC(=O)c3n[nH]c4ccccc34)cc(=O)oc2c1,100*,3,-0.6,-9,-12,-35,8,-0.9,0.3
